Bioassay records (PubChem BioAssay)
PMI inhibitors: MPI enzyme activity inhibition – biochemical, fluorescence intensity, coupled assay, primary screen (AID 1209) | purified PMI enzyme, coupled fluorescence intensity; higher % means a stronger effect | 190,000 compounds, 0.42% hits | inhibition, % at 20 µM; hits with a dose series show IC50 in µM;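 note: plate controls were DMSO vehicle for no effect and wells lacking substrate for full effect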
West Nile virus CPE: inhibition of WNV-induced cytopathic effect – cell-based, CPE readout (AID 1621); West Nile virus-infected cells, CPE inhibition; higher % means a stronger effect; 290,000 compounds, 0.02% hits; CPE inhibition, % at 10 µM, or IC50 in µM where a hit was titrated; in the data active = a potency from the dose series; inconclusive = CPE inhibition mostly from about 3.7% at the one dose, without a potency; inactive = the rest, 99 in 100 with CPE inhibition below about 2.2%; note: strong numbers were not always called active
PhoP inhibition: PhoP-dependent GFP reporter repression – Salmonella Typhimurium, primary screen (AID 1863); one-dose inhibition, % at 50 µM; IC50 in µM for titrated hits; S. Typhimurium PhoP-regulated promoter GFP reporter, 4 h; higher % means a stronger effect; 300,000 compounds, 0.16% hits;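 active = inhibition over 29.93%, a cutoff 3 SD above the screen mean, later confirmed by dose response; inconclusive = inhibition over 29.93% but no dose response follow-up; inactive = inhibition at most 29.93% or unconfirmed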;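 note: 0% = low Mg2+ inducing control and 100% = high Mg2+ repressing control; strong numbers were not always called active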
RSV antiviral HEp-2: RSV antiviral activity via CPE protection, HEp-2 cells, primary 10 µM value included (AID 2391). HEp-2 cells, RSV-induced CPE inhibition; higher % means a stronger effect. one-dose CPE inhibition, % at 10 µM; IC50 in µM for titrated hits. 310,000 compounds, 0.13% hits; in the data active = a potency from the dose series; inconclusive = CPE inhibition mostly from about 23% at the one dose, without a potency; inactive = the rest, 99 in 100 with CPE inhibition below about 21%; note: strong numbers were not always called active
TNAP activators: human TNAP enzyme activators, primary screen, biochemical, luminescent, no phosphate acceptor, uHTS (AID 1001); 200,000 compounds, 0.03% hits; purified TNAP, luminescent activation assay, no phosphate acceptor; higher activation fold means a stronger effect; activation fold at 20 µM; hits with a dose series show EC50 in µM; in the data active = activation fold from about 3, or a potency from the dose series; inactive = the rest, 99 in 100 with activation fold below about 1.6; note: many of its hits are not listed in these tables
CSM14.1 death rescue: protection against thapsigargin-triggered cell killing – 384-well, CSM14.1, ATP luminescence, primary screen (AID 1222) | CSM14.1 thapsigargin-induced death rescue, ATP luminescence; higher % means a stronger effect | cellular ATP content (survival), % at 20 µM; hits with a dose series show EC50 in µM | 190,000 tested, under 10 active;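 active = EC50 below 50 µM in the dose-response confirmation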;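 note: death triggered by thapsigargin at about 15 µM added after 2 h compound pretreatment; cell ATP read after overnight thapsigargin exposure of roughly 18 to 22 hours; normalized against plate controls of thapsigargin alone and 5% DMSO vehicle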
Ins promoter up: MIN6 insulin promoter up-regulation; MIN6 insulin promoter-GFP reporter, high-content imaging; active compounds read high; z-score at 5 µM; 190,000 compounds, 0.3% hits;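 active = z-score above 3 at 5 µM with at least 500 cells counted in the well; inconclusive = wells under 500 cells, flagged as cytotoxic or low count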
human PMI inhibitors: MPI inhibition at elevated mannose 6-phosphate – biochemical, fluorescence intensity, high mannose 6-phosphate, primary screen (AID 1220); recombinant PMI enzyme, coupled fluorescence intensity; higher % means a stronger effect; 190,000 compounds, 0.66% hits; inhibition, % at 20 µM, or IC50 in µM where a hit was titrated
SV40 large T antigen: SV40 large T antigen inhibitors, biochemical (AID 1903); inhibition, % at 20 µM; hits with a dose series show IC50 in µM; SV40 large T antigen ATPase/helicase inhibition assay; higher % means a stronger effect; 310,000 compounds, 0.39% hits; in the data active = a potency from the dose series; inconclusive = inhibition mostly from about 32% at the one dose, without a potency; inactive = the rest, 99 in 100 with inhibition below about 32%; note: strong numbers were not always called active
Ins promoter up cell count: further read-out of Ins promoter up, marked with its call; cell count; measured here: cytotoxicity, nuclei count;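 total cells summed across four imaged fields per well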
Active calls of the source: *; ? = inconclusive; · = not tested or not shown. Cut-off read from the data, not from the text of the source, unless noted: active = inhibition above about 50%; inactive = the rest.

SMILES	PMI inhibitors	West Nile virus CPE	PhoP inhibition	RSV antiviral HEp-2	TNAP activators	CSM14.1 death rescue	Ins promoter up	Ins promoter up cell count	human PMI inhibitors	SV40 large T antigen
CCOC(=O)N1CCN(Cc2nc3cc(NC(=O)c4cccs4)ccc3n2C)CC1	·	-0.6%	1%	7.3%	·	·	·	·	·	18%
CCCC(=O)Nc1nc(C)c(-c2csc(Nc3cc(OC)ccc3OC)n2)s1	4%	0.6%	-8%	-0.7%	0.9	0.0%	-2.5	1158	28%	18%
Cc1cc(C(=O)OCC(=O)N2CCc3ccccc32)c(C)o1	5%	-0.1%	-7%	1.4%	1.1	3.9%	-0.46	1388	2%	3%
O=C1c2ccccc2C(=O)N1COc1ccc(S(=O)(=O)N2CCOCC2)cc1[N+](=O)[O-]	·	-0.3%	-4%	0.9%	·	·	·	·	·	12%
Cc1ccc2cccc(SCC(=O)Nc3ccc(F)cc3)c2n1	·	0.0%	-7%	2.5%	·	·	·	·	·	6%
CCOC(=O)Nc1ccc(NS(=O)(=O)c2ccc(C)cc2)cc1	0%	0.3%	9%	2.5%	1	-1.3%	-0.17	1523	2%	13%
O=C(Nc1scc(-c2cccs2)c1C(=O)O)c1cccs1	16%	-0.1%	9%	12%	1.1	-1.4%	·	·	14%	14%
CN(C)S(=O)(=O)Oc1ccsc1C(=O)Nc1ccccc1Cl	4%	0.2%	35%	11%	1.1	-0.4%	-0.26	1514	-9%	-5%
Cc1cccc(C(=O)NCc2nnc(SCC(=O)NC(C)c3ccccc3)n2C)c1 (centres undefined)	-7%	1.1%	1%	1.8%	1.1	3.0%	-0.06	1322	-8%	0%
COc1ccccc1OCC(=O)Nc1nnc(-c2ccco2)s1	11%	-0.7%	-12%	·	1	-0.9%	1	927	10%	15%
O=[N+]([O-])c1cc(Br)c(O)c(C=Nc2ccc(N3CCOCC3)cc2)c1	12%	0.6%	2%	?	1	0.0%	0.99	1579	40%	?
Cc1ccc(Nc2c(-c3ccc(N4CCOCC4)cc3)nc3ncccn23)c(C)c1	-23%	·	7%	3.3%	1	-1.3%	-1.3	1189	-14%	35%
Cc1ccc(C(=O)OC(C)C(=O)NC2CCCCC2C)cc1S(=O)(=O)N1CCOCC1 (centres undefined)	·	-0.4%	-6%	1.4%	·	·	·	·	·	14%
CC1(C)Oc2ccc3ccc(=O)oc3c2C(N2CCCCC2)C1O (centres undefined)	-50%	0.2%	6%	-1.2%	1.1	-2.2%	1.4	1249	-107%	11%
O=C(NCC1CCCO1)c1ccc(COc2ccccc2)cc1 (centres undefined)	·	-0.4%	-3%	1.3%	·	·	·	·	·	25%
COc1cc(CNCCN(C)C)c(Br)cc1OC1CCCC1	-3%	-0.7%	-1%	-3.4%	1	-0.9%	0.79	1295	-10%	11%
CC(C)(C)c1cc(C(=O)N/N=C/c2ccc(F)cc2)n(-c2ccccc2)n1	16%	-0.5%	14%	8.7%	1.1	-0.5%	-0.53	1752	18%	0%
Cc1ccc(/C=N/NC(=O)c2cccs2)cc1[N+](=O)[O-]	6%	·	-9%	5.7%	1.1	-1.0%	0.18	1541	0%	1%
COc1ccc(C(=O)C2CCCN(C(=O)c3ccc(F)cc3)C2)cc1OC (centres undefined)	·	-1.1%	-3%	0.9%	·	·	·	·	·	17%
CC(C)Cc1nnc(NC(=O)CCC(=O)NC2CCCCCCC2)s1	·	-0.1%	3%	1.6%	·	·	·	·	·	3%
CCc1cccc(CC)c1NC(=O)NC1CCCCC1	0%	0.2%	-2%	1.1%	1.1	-1.2%	0.36	1330	3%	9%
Cc1ccc(CC(=O)NCCCc2ccccc2)cc1	-5%	0.9%	-10%	19%	1.1	-1.1%	-0.69	906	-1%	-3%
O=C1CCCC2=C1C(c1ccc(OS(=O)(=O)c3ccc(Cl)cc3)cc1)C1=C(CCCC1=O)O2	16%	0.1%	-1%	2.4%	1	-0.7%	0.18	1577	12%	8%
Cc1nn(-c2ccccc2)c2c1C(c1ccc(Cl)cc1)N(c1ccccc1)C(=O)N2 (centres undefined)	10%	-1.9%	3%	6.3%	1.1	4.5%	0.01	1318	14%	9%
CCCCn1c(N)c(N(CCOC)C(=O)COC(=O)c2ccccc2OCC)c(=O)[nH]c1=O	·	-0.3%	-5%	2.1%	·	·	·	·	·	5%
CC(C)(C)C(=O)Nc1nnc(COc2ccc(Cl)cc2)s1	·	-0.1%	3%	9.0%	·	·	-0.02	1088	·	1%
COC(=O)CCC(=O)Nc1sc(C)c(C)c1C(N)=O	-10%	0.4%	10%	1.1%	1.1	0.3%	1.1	1487	18%	11%
Cc1ccc(C2NC(=O)NC(O)(C(F)(F)F)C2C(=O)c2cccs2)o1 (centres undefined)	-16%	0.0%	1%	0.5%	1.1	-1.4%	0.21	1183	-12%	-3%
Cc1ccc(C23CCC(=O)N2C(C(=O)O)CS3)c(C)c1 (centres undefined)	·	1.9%	0%	3.3%	·	·	·	·	·	8%
O=C1c2cccnc2C(=O)N1Cc1ccc2c(c1)OCO2	6%	0.2%	4%	3.3%	1.1	-0.4%	1.7	1236	0%	4%
CCCn1nnnc1SCC(=O)N1CCN(C(=O)c2ccco2)CC1	3%	-0.5%	-7%	-0.4%	1	-1.0%	0.09	1805	-1%	3%
COc1cccc(OC)c1C(=O)OCC(=O)NCC(C)C	4%	1.4%	6%	2.2%	1.1	0.3%	0.21	1334	3%	-5%
COC(=O)[C@@H]1CCCN1C(=O)c1cc(COc2cccc3cccnc23)on1	·	0.1%	-5%	0.7%	·	·	·	·	·	17%
COc1ccc(N2CCN(c3ncnc4scc(-c5ccc(F)cc5)c34)CC2)cc1	·	0.5%	1%	16%	·	·	·	·	·	11%
Nc1cc(N)nc(SCC(=O)NCC2CCCO2)n1 (centres undefined)	4%	0.3%	-6%	-0.4%	1.2	0.8%	-0.79	1343	-6%	15%
CC(=O)c1c(C)[nH]c(C(=O)Nc2ccc(C)cn2)c1C	-6%	0.3%	1%	0.7%	1.1	-3.0%	?	·	-5%	14%
CC(=O)N1CCN(c2ccc(NC(=O)c3cccc([N+](=O)[O-])c3)cc2)CC1	·	-0.6%	0%	3.4%	·	·	·	·	·	6%
O=C(CN1c2ccccc2Sc2ccccc21)N/N=C/c1ccc([N+](=O)[O-])cc1	·	0.0%	-4%	·	·	·	-1.7	911	·	12%
CCC(=O)Nc1cccc(C2=NOC3(C2)C[C@@H](C(N)=O)N(C(=O)COc2ccc(Cl)cc2)C3)c1 (some centres undefined)	·	-0.7%	-2%	2.2%	·	·	-0.22	985	·	11%
Cc1noc(C)c1S(=O)(=O)N1CCC(C(=O)N2CCC(N3CCCCC3)CC2)CC1	4%	·	2%	0.1%	1.2	0.2%	1.8	811	1%	11%

Compound profiles, from the list above. Order of values: PMI inhibitors | West Nile virus CPE | PhoP inhibition | RSV antiviral HEp-2 | TNAP activators | CSM14.1 death rescue | Ins promoter up | Ins promoter up cell count | human PMI inhibitors | SV40 large T antigen
Cc1noc(C)c1S(=O)(=O)N1CCC(C(=O)N2CCC(N3CCCCC3)CC2)CC1 is listed with 4% | · | 2% | 0.1% | 1.2 | 0.2% | 1.8 | 811 | 1% | 11%
O=C1c2cccnc2C(=O)N1Cc1ccc2c(c1)OCO2 is listed with 6% | 0.2% | 4% | 3.3% | 1.1 | -0.4% | 1.7 | 1236 | 0% | 4%

(next part)
SMILES	PMI inhibitors	West Nile virus CPE	PhoP inhibition	RSV antiviral HEp-2	TNAP activators	CSM14.1 death rescue	Ins promoter up	Ins promoter up cell count	human PMI inhibitors	SV40 large T antigen
c1ccc(-c2cnc(-c3ccccc3)nc2)cc1	2%	0.0%	-8%	-0.7%	1	1.6%	0.73	870	-2%	2%
CCOc1cccc(/C(O)=C2/C(=O)C(=O)N(CCN3CCOCC3)C2c2cccnc2)c1 (centres undefined)	-42%	-0.1%	0%	1.0%	1.1	-1.7%	0.9	1269	-47%	7%
O=S(=O)(Nc1ccncc1)c1ccccc1	-14%	0.0%	-4%	1.8%	1	-1.0%	0.25	957	-9%	10%
O=C(Nc1ccccc1)Nc1ccc(F)c([N+](=O)[O-])c1	13%	1.1%	9%	13%	1.1	1.5%	-0.44	1185	16%	0%
O=C(/C=C/c1c(Cl)nc2ccccn12)N1CCN(c2ccc(F)cc2)CC1	-4%	-1.4%	-3%	11%	1.1	0.7%	-2.6	1078	-8%	0%
COc1ccc(NC(=O)C2CCN(C(=O)Cc3ccccc3)CC2)cc1OC	4%	0.0%	7%	1.3%	1.1	-0.8%	-0.34	1134	10%	7%
Cc1ccc(-n2nnnc2SCC(=O)NC2CCCc3ccccc32)c(C)c1 (centres undefined)	15%	-1.6%	-3%	19%	1	-4.4%	-0.06	1212	17%	-3%
CCN(CC)CCNC(=O)COc1ccc(Cl)cc1Cl	-7%	-0.1%	10%	-0.5%	1	-0.8%	-0.11	1622	-12%	19%

7 entries out of the list above, arranged by their value in PhoP inhibition, low to high.
smiles	PMI inhibitors	West Nile virus CPE	PhoP inhibition	RSV antiviral HEp-2	TNAP activators	human PMI inhibitors	SV40 large T antigen
c1ccc(-c2cnc(-c3ccccc3)nc2)cc1	2%	0.0%	-8%	-0.7%	1	-2%	2%
O=S(=O)(Nc1ccncc1)c1ccccc1	-14%	0.0%	-4%	1.8%	1	-9%	10%
O=C(/C=C/c1c(Cl)nc2ccccn12)N1CCN(c2ccc(F)cc2)CC1	-4%	-1.4%	-3%	11%	1.1	-8%	0%
CCOc1cccc(/C(O)=C2/C(=O)C(=O)N(CCN3CCOCC3)C2c2cccnc2)c1 (centres undefined)	-42%	-0.1%	0%	1.0%	1.1	-47%	7%
COc1ccc(NC(=O)C2CCN(C(=O)Cc3ccccc3)CC2)cc1OC	4%	0.0%	7%	1.3%	1.1	10%	7%
O=C(Nc1ccccc1)Nc1ccc(F)c([N+](=O)[O-])c1	13%	1.1%	9%	13%	1.1	16%	0%
CCN(CC)CCNC(=O)COc1ccc(Cl)cc1Cl	-7%	-0.1%	10%	-0.5%	1	-12%	19%
